# Screening data as filed in PubChem.
# P. falciparum M1AAP: malaria alanyl aminopeptidase activity blockers – biochemical, fluorogenic H-Leu-NHMec substrate, 1536-well (AID 1445); 220,000 compounds, 0.42% hits; recombinant M1AAP, H-Leu-NHMec fluorogenic kinetic assay; higher % means a stronger effect; inhibition, % at 30 µM, or IC50 in µM where a hit was titrated;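 active = primary inhibition above the hit cutoff, then over 50% inhibition at one or more dose response concentrations, cut at about 23% in these data, passing the limit was not always enough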;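 note: plate controls were DMSO full reaction for no effect and no enzyme background for full effect; strong numbers were not always called active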
# Myeloid diff MLP: compounds promoting myeloid differentiation | ER-HoxA9 myeloid progenitors, lysozyme-GFP differentiation, flow cytometry | calls only at 10 µM | 360,000 compounds, 1% hits | AID 624256;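 active = normalized GFP-positive differentiation at or above the plate's own cutoff, the solvent-only control mean plus 3 SD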;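 note: cells exposed to compound for four days before flow analysis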
# LYP inhibition: inhibitors of LYP phosphatase, biochemical, fluorescence intensity, uHTS (AID 1779); recombinant LYP phosphatase, fluorescence intensity; higher % means a stronger effect; inhibition, % at 11.5 µM; hits with a dose series show IC50 in µM; 290,000 compounds, 0.054% hits;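 note: plate controls were vehicle with enzyme for no effect and no enzyme for full effect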
# P. falciparum M17LAP: P. falciparum M17LAP inhibitors, primary screen, biochemical, fluorogenic H-Leu-NHMec substrate, 1536-well (AID 1619); one-dose inhibition, % at 30 µM; IC50 in µM for titrated hits; recombinant M17LAP, H-Leu-NHMec fluorogenic kinetic assay; higher % means a stronger effect; 220,000 compounds, 0.38% hits;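 active = compound inhibiting the enzyme by more than half at any dose during confirmatory dose-response retesting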;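 note: plate controls were full reaction with DMSO carrier for no effect and no enzyme background for full effect; strong numbers were not always called active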
# TNAP activators: human TNAP enzyme activators, primary screen, biochemical, luminescent, no phosphate acceptor, uHTS (AID 1001); 200,000 compounds, 0.03% hits; one-dose activation fold at 20 µM; EC50 in µM for titrated hits; purified TNAP, luminescent activation assay, no phosphate acceptor; higher activation fold means a stronger effect; in the data active = activation fold from about 3, or a potency from the dose series; inactive = the rest, 99 in 100 with activation fold below about 1.6; note: many of its hits are not listed in these tables
# human PMI inhibitors: human PMI inhibitors, high substrate, primary screen, biochemical, fluorescence intensity, high mannose 6-phosphate (AID 1220) | recombinant PMI enzyme, coupled fluorescence intensity; higher % means a stronger effect | one-dose inhibition, % at 20 µM; IC50 in µM for titrated hits | 190,000 compounds, 0.66% hits
# XIAP antagonists: XIAP antagonists, biochemical, IAP family, fluorescence polarization (AID 1018); XIAP BIR domain, fluorescence polarization peptide displacement; higher % means a stronger effect; displacement, % at 20 µM; hits with a dose series show IC50 in µM; 200,000 compounds, 0.007% hits; in the data active = displacement above about 50%; note: a part of the inactive calls stands beside numbers as strong as those of hits
# ER stress rescue: protection against thapsigargin-triggered cell killing – 384-well, CSM14.1, ATP luminescence, primary screen (AID 1222). one-dose cellular ATP content (survival), % at 20 µM; EC50 in µM for titrated hits. 190,000 tested, under 10 active. CSM14.1 thapsigargin-induced death rescue, ATP luminescence; higher % means a stronger effect;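 active = EC50 below 50 µM in the dose-response confirmation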;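 note: death triggered by thapsigargin at about 15 µM added after 2 h compound pretreatment; cell ATP read after overnight thapsigargin exposure of roughly 18 to 22 hours; normalized against plate controls of thapsigargin alone and 5% DMSO vehicle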
# PMI inhibitors: MPI enzyme activity inhibition – biochemical, fluorescence intensity, coupled assay, primary screen (AID 1209); purified PMI enzyme, coupled fluorescence intensity; higher % means a stronger effect; one-dose inhibition, % at 20 µM; IC50 in µM for titrated hits; 190,000 compounds, 0.42% hits;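 note: plate controls were DMSO vehicle for no effect and wells lacking substrate for full effect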
# Myeloid diff MLP GFP+ MAC1+ %: second read-out of Myeloid diff MLP, no call of its own (marks repeat the call); GFP+ MAC1+ double positive, %; measured here: differentiation confirmed by MAC1 staining
# * marks the source's active call; other numbers are inactive results; i = inactive; . = not tested or not shown; + = active, no number. Cut-off read from the data, not from the text of the source, unless noted: active = inhibition above about 50%; inactive = the rest.
SMILES,P. falciparum M1AAP,Myeloid diff MLP,Myeloid diff MLP GFP+ MAC1+ %,LYP inhibition,P. falciparum M17LAP,TNAP activators,human PMI inhibitors,XIAP antagonists,ER stress rescue,PMI inhibitors
CCCn1nnc(NC(=O)c2ccc(Cl)cc2Cl)n1,2%,i,1.5,-5%,5%,1.1,12%,-3.4%,-3.8%,16%
CC(=O)Cc1nsc(NC(=O)c2ccc(-c3ccccc3Cl)o2)n1,18%,i,0.9,3%,-9%,1,4%,2.9%,-4.3%,14%
O=C(/C=C/c1ccco1)N(Cc1cccc(Cl)c1)C1CCS(=O)(=O)C1 (stereo not drawn),6%,i,0.8,-3%,3%,.,.,.,.,.
CN1CCN(C(=O)C2=C[C@H](c3ccc4c(c3)OCO4)C[C@H](OCc3ccc(CO)cc3)O2)CC1,1%,i,0.5,-5%,4%,1.1,10%,-1.0%,-0.1%,18%
Oc1ccc(Br)cc1/C=N/N1CCCCC1,16%,i,0.7,-2%,1%,0.8,10%,-2.8%,-3.6%,21%
COc1cc(C(=O)O)cc(NC(=O)c2cccs2)c1OC,4%,i,0.5,-4%,27%,1.1,-34%,.,-5.7%,-26%
CCCC(C)C(=O)Nc1ccc(C(N)=O)cc1 (stereo not drawn),5%,i,0.8,-1%,-4%,1.1,2%,-1.5%,-3.3%,5%
COc1ccc(-n2c(=O)c3ccccc3c3ccccc3c2=O)cc1,-4%,i,0.8,-4%,-1%,1.1,-3%,-2.0%,0.5%,5%
O=C(O)c1cc2n(n1)C(C(F)(F)F)CC(C1CC1)N2 (stereo not drawn),0%,i,0.2,-4%,-15%,.,.,.,.,.
O=C(COC(=O)CCSc1ccc(Cl)cc1)NCc1ccco1,7%,i,0.2,4%,-2%,1.1,1%,-9.4%,-1.8%,0%
CCOC(=O)c1c(C)[nH]c(C)c1C(=O)COC(=O)/C=C/c1cccc(C(F)(F)F)c1,0%,i,0.4,6%,-1%,1,18%,-6.7%,-0.5%,14%
COc1ccc(CC(=O)Nc2nc3ccccc3s2)cc1S(=O)(=O)N1CCOCC1,14%,i,1.4,-11%,-13%,1.1,4%,-3.0%,1.6%,3%
CCc1nnc(NC(=O)CSc2nnc(-c3c[nH]c4ccccc34)n2CC)s1,10%,i,7.4,-6%,6%,1,7%,-4.7%,-1.4%,9%
Cc1ccc(-c2cc(-c3n[nH]c(=S)o3)c3ccccc3n2)cc1,35µM*,i,0.6,-1%,28%,1,-116%,-7.7%,-2.3%,-47%
Cc1ccc(NC(=O)CSc2ncc(S(=O)(=O)c3ccccc3)c(=O)[nH]2)cc1C,12%,i,0.5,-9%,4.6µM*,1.1,3%,-38%,-3.6%,6%
CCOc1cccc(-c2nnc3sc(COc4ccc(C)cc4)nn23)c1,6%,i,0.7,-3%,-9%,1.1,6%,-5.6%,-1.0%,8%
Cc1nc2ccccc2n1CCc1nc2c3ccccc3nc(SCC(=O)NCc3ccco3)n2n1,9%,i,3.1,2%,-8%,1.1,-8%,-3.7%,1.4%,-7%
CCOC(=O)c1[nH]c(C)c(C(=O)OCC)c1C,13%,i,1.2,-12%,5%,1.1,-3%,-5.7%,0.5%,4%
O=C(CSc1nc2ccccc2c(=O)n1Cc1ccco1)N1CCCC1,8%,i,0.0,-4%,0%,1,-4%,-0.8%,1.4%,-2%
O=C(Cn1nnc2ccccc21)c1ccc(Br)cc1,6%,i,0.2,-4%,16%,.,.,.,.,.
COc1cccc(OC)c1C(=O)NC(=S)Nc1ccc(S(=O)(=O)Nc2nccs2)cc1,.,i,0.7,4%,.,1,4%,-3.2%,0.9%,13%
Cc1onc(-c2ccccc2)c1-c1csc(N/N=C/c2ccccc2)n1,5%,i,0.5,1%,4%,.,.,.,.,.
COCCn1c(SCC(=O)Nc2nnc(C)s2)nnc1-c1c[nH]c2ccccc12,-1%,i,5.3,1%,-12%,1.1,19%,-5.9%,-2.4%,21%
O=C(Nc1cccnc1)c1cccc([N+](=O)[O-])c1,1%,i,0.1,-4%,-9%,.,.,.,.,.
COc1ccc(NC(=O)C2CCN(c3cc(C)nc(-c4ccccc4)n3)CC2)cc1,4%,i,0.5,-11%,5%,1.1,0%,-7.9%,1.4%,2%
Cn1nnc(NC(=O)CSc2nnnn2-c2ccc(F)cc2)n1,-12%,i,1.1,-12%,-12%,1,6%,-4.0%,0.6%,11%
Cc1cc(NC(=O)c2ccccc2-c2ccccc2C(=O)O)no1,2%,i,0.4,-3%,14%,1,3%,-7.2%,-1.7%,-1%
CCCOc1ccc(N2C(=O)CC(N3CCN(CCN=CC4C(=O)CC(C)(C)CC4=O)CC3)C2=O)cc1 (stereo not drawn),4%,i,0.2,-7%,-3%,1,-7%,-8.6%,-0.5%,-4%
O=C(CSc1nc2ccccc2o1)NC1CCCC1,-5%,i,0.1,-1%,8%,1.1,11%,-4.9%,-1.4%,10%
O=C(NCc1ccccc1)C1C(=O)N(Cc2ccccc2)C(=O)C1C1(O)CCCC1 (stereo not drawn),4%,i,1.0,-4%,9%,1.2,0%,-2.4%,-0.7%,-1%
O=C(CSc1nc2nc[nH]c2c(=O)[nH]1)NC1CCCCC1,0%,i,1.0,-5%,19%,1.2,4%,-1.6%,-1.6%,2%
Cc1nc2cc(C(F)(F)F)ccc2n1C1CCN(CC(=O)N2CCOCC2)CC1,-1%,i,0.6,-8%,-6%,1.1,-6%,0.9%,-1.2%,0%
COc1cc(NC(=S)NC(=O)c2ccc(F)cc2)ccc1NC(=O)c1ccco1,9%,i,0.2,-3%,12%,1,-6%,-2.8%,5.6%,-13%
c1coc(-c2nnc(-c3ccc4c(c3)OCO4)o2)c1,8%,.,.,-6%,7%,1.2,0%,0.6%,-2.2%,-4%
O/N=C/c1ccc2ccccc2n1,6%,i,0.5,-6%,1%,.,.,.,.,.
NC(=O)CN(c1ccc(Cl)cc1)S(=O)(=O)c1ccccc1,-2%,i,0.3,-7%,-6%,1.1,9%,-13%,-1.0%,9%
CSc1nc(Cl)cc(=O)[nH]1,0%,i,0.5,3%,-5%,.,.,.,.,.
O=C(N/N=C/c1ccsc1)c1cc(-c2cccs2)nc2ccccc12,3%,i,0.4,-5%,16%,1.1,7%,-5.6%,-9.1%,12%
Cc1cc(C(=O)CSc2nnc(-c3ccco3)o2)c(C)n1CC1COc2ccccc2O1 (stereo not drawn),8%,i,0.4,-4%,10%,1.1,22%,-8.6%,8.7%,15%
CC1CCCCC1N1CN=C(Nc2nc3ccccc3s2)NC1 (stereo not drawn),-7%,+,3.6*,-4%,-11%,1,8%,-3.1%,2.8%,4%

# In the list so far, two contain bromine.
SMILES,P. falciparum M1AAP,Myeloid diff MLP,Myeloid diff MLP GFP+ MAC1+ %,LYP inhibition,P. falciparum M17LAP,TNAP activators,human PMI inhibitors,XIAP antagonists,ER stress rescue,PMI inhibitors
Oc1ccc(Br)cc1/C=N/N1CCCCC1,16%,i,0.7,-2%,1%,0.8,10%,-2.8%,-3.6%,21%
O=C(Cn1nnc2ccccc21)c1ccc(Br)cc1,6%,i,0.2,-4%,16%,.,.,.,.,.

# More structures follow:
SMILES,P. falciparum M1AAP,Myeloid diff MLP,Myeloid diff MLP GFP+ MAC1+ %,LYP inhibition,P. falciparum M17LAP,TNAP activators,human PMI inhibitors,XIAP antagonists,ER stress rescue,PMI inhibitors
O=C(Cc1ccccc1)N/N=C/c1ccc([N+](=O)[O-])s1,3%,+,1.8*,-4%,9%,0.9,12%,-3.8%,-1.6%,4%
COc1ccc(S(=O)(=O)N(C)C)cc1NC(=O)CSc1ncccn1,-4%,i,0.4,-4%,5%,1.1,-6%,-3.2%,-0.6%,-4%
CC(CN1CCN(C)CC1)OC(=O)c1ccccc1 (stereo not drawn),1%,i,0.5,-7%,2%,1,-16%,-2.6%,0.6%,-20%
COc1ccc(C(=O)Nc2cccnc2Sc2ccc(Cl)cc2)cc1,11%,i,0.3,2%,3%,.,.,.,.,.
Cc1ccccc1-n1nnnc1SCc1cc(=O)n2ccsc2n1,4%,i,0.2,-9%,6%,1,4%,-5.8%,0.7%,-5%
CCOC(=O)/C(=N/Nc1ccccc1OC)N1CCCc2ccccc21,1%,i,0.2,-3%,-7%,.,.,.,.,.
Cc1ccc(C)c2[nH]c(=O)c(CCNS(=O)(=O)c3ccccc3)cc12,0%,i,1.3,1%,8%,1,-8%,-14%,-1.0%,13%
O=C(CSc1ccccn1)Nc1ccc2c(c1)OCCO2,4%,i,0.3,-5%,2%,.,.,.,.,.
CC(C(=O)O)N1C(=O)CSC1=S (stereo not drawn),11%,i,0.4,-7%,10%,1.1,6%,-6.8%,-4.4%,7%
CSc1n[nH]c(=O)n1C1CCCCC1,-6%,i,0.6,-5%,6%,.,.,.,.,.
CC(=O)NC1C(Oc2ccc(C=O)cc2)OC(COC(C)=O)C(OC(C)=O)C1OC(C)=O (stereo not drawn),.,i,0.4,-5%,.,1,7%,-2.5%,-1.1%,3%
Cc1ccc(/C=N/NC(=O)c2cc(C3CC3)nc3ccccc23)o1,5%,i,1.0,-4%,-5%,1.1,-39%,-7.0%,-3.3%,-34%
COc1cccc(-c2cc3c(=O)n(-c4ccccc4)c(=S)[nH]c3s2)c1,5%,i,1.0,1%,1%,1,1%,-2.9%,-2.0%,0%
COCCN=C1Sc2nc3c(C)cccc3cc2CN1Cc1ccco1,11%,i,0.6,12%,11%,1,30%,-6.6%,8.0%,51%*
Cc1ccc(S(=O)(=O)N(Cc2cc3ccccc3[nH]c2=O)c2cccc(C)c2)cc1,3%,i,0.2,6%,-3%,.,.,.,.,.
COc1ccccc1Oc1nc(C)c(C(C)=O)cc1C#N,2%,i,0.2,0%,6%,1.1,-1%,-5.9%,0.3%,1%
Cc1ccc(S(=O)(=O)N2CCN(c3ncnc4c3cnn4-c3ccccc3)CC2)cc1,1%,i,1.2,-2%,-11%,1.1,4%,-2.9%,-2.2%,3%
O=C(c1ccco1)N1CCN(C(=O)c2cccc3c2C(=O)N(C2CCCCC2)C3)CC1,6%,i,0.3,-3%,1%,1.1,-3%,-4.3%,-3.2%,-8%

# Complete entries from above. Order of values: P. falciparum M1AAP | Myeloid diff MLP | Myeloid diff MLP GFP+ MAC1+ % | LYP inhibition | P. falciparum M17LAP | TNAP activators | human PMI inhibitors | XIAP antagonists | ER stress rescue | PMI inhibitors
# Listed for `COc1ccccc1Oc1nc(C)c(C(C)=O)cc1C#N` = 2% | i | 0.2 | 0% | 6% | 1.1 | -1% | -5.9% | 0.3% | 1%
# Listed for `COCCN=C1Sc2nc3c(C)cccc3cc2CN1Cc1ccco1` = 11% | i | 0.6 | 12% | 11% | 1 | 30% | -6.6% | 8.0% | 51%*
# Listed for `CC(=O)NC1C(Oc2ccc(C=O)cc2)OC(COC(C)=O)C(OC(C)=O)C1OC(C)=O` (stereo not drawn) = . | i | 0.4 | -5% | . | 1 | 7% | -2.5% | -1.1% | 3%

# Some values from above:
# Cc1ccc(S(=O)(=O)N(Cc2cc3ccccc3[nH]c2=O)c2cccc(C)c2)cc1 in P. falciparum M17LAP: -3%
# O=C(c1ccco1)N1CCN(C(=O)c2cccc3c2C(=O)N(C2CCCCC2)C3)CC1 in ER stress rescue: -3.2%
